Compound activity deposited in PubChem BioAssay by National Center for Advancing Translational Sciences (NCATS).
HP1b chromo inh: HTS for Inhibitors of HP1-beta Chromodomain Interactions with Methylated Histone Tails | Chromobox protein homolog 1 (Homo sapiens), P83916 | AlphaScreen HP1-beta / biotin-H3K9me3 peptide binding | Potency, µM (series often up to 114 µM), for inactives: at the top dose activity change, negative = inhibition, actives largely listed as inhibitors | actives 0.56% (n = 390,000) | AID 540317, 2011; further: potency means the concentration at half of the fitted maximal effect; nearly all actives have a fitted effect of over 70% in size; inactives centre near 23
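HP1-beta protein (50 nM final) preincubated 30 min at room temperature with biotinylated H3(1-18)K9me3 peptide (50 nM) in PBS pH 7.4, 0.01% Tween-20, then compound added for 30 min. AlphaScreen streptavidin donor/nickel chelate acceptor beads (10 ug/mL final), 30 min dark, luminescence read.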
PI4K2A block: qHTS for small molecular inhibitors of PI4K2A; actives 0.13% (n = 420,000); activity change, negative = inhibition, % at 76.9 µM; purified PI4K2A, ADP-Glo luminescence, 1 h; active compounds read low; in the data active means activity change below about -50%; inconclusive means mostly about -30% to -49%;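 further: -100% = wells without enzyme as full effect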
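PI4K2A activity was measured by ADP-Glo luminescence: enzyme (4 ug/mL stock) and phosphatidylinositol (1.2 mM stock) in Tris pH 7.5/MgCl2/EGTA/Triton X-100 buffer were reacted with ATP (300 microM stock) for one hour at ambient temperature.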
Pin1 inh: qHTS Assay to Find Inhibitors of Pin1 | Pin1 FP peptide displacement, HiFluor488, 10 min | AID 504891, 2011 | actives 0.009% (n = 390,000) | Potency, µM (highest dose often 115 µM), inactives show top-dose activity, negative = inhibition, hits mostly inhibitors | Peptidyl-prolyl cis-trans isomerase NIMA-interacting 1 (Homo sapiens), Q13526; active means well fitted inhibition curve with a large enough effect in the polarisation, with a control signal flat, not every such curve was filed as active; inconclusive means small, poorly fitted or top-dose-only effect, or effect the other way, or a change in a side signal; inactive means no such curve, though single readings can be large or run the other way; the % refers to the polarisation; further: potency means the concentration at half of the fitted maximal effect; on the % scale 0 is the no-effect control and ±100 the full control effect
Target sequence (Q13526 whole entry, looked up): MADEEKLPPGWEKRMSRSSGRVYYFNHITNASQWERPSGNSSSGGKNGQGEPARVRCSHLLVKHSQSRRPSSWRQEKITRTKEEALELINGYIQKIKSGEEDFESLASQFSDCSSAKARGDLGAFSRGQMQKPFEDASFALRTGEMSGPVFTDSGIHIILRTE
BAZ2B inh: qHTS Assay for Inhibitors of BAZ2B | Bromodomain adjacent to zinc finger domain protein 2B (Homo sapiens), Q9UIF8 | AlphaScreen BAZ2B-H3K14Ac peptide displacement | Potency, µM (doses to about 114 µM), inactives show at the top dose activity change, negative = inhibition, usual class: inhibitors | actives 4.4% (n = 360,000) | AID 504333, 2011; further: potency means the concentration at half of the fitted maximal effect; on the % scale 0 is the no-effect control and ±100 the full control effect; nearly all actives have a fitted effect of over 60% in size
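AlphaScreen displacement: compounds (up to 110uM) incubated 30 min at room temperature with a preformed 50 nM BAZ2B/50 nM biotinylated H3K14Ac peptide complex in PBS pH 7.4 with Tween-20. Donor and acceptor beads at 10 ug/mL final added, 20 min light-protected before reading.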
ERG Ets-DNA blk: qHTS for Small Molecule Inhibitors of the ERG Ets/DNA interaction; Transcriptional regulator ERG (Homo sapiens), P11308; fluorescence polarization, His-ERG Ets domain / labelled DNA; Potency, µM (highest dose often 76.9 µM), for inactives: at the highest dose FP activity, negative = inhibition, actives largely listed as inhibitors; actives 0.028% (n = 370,000); active means well fitted inhibition curve with a large enough effect in the polarisation, with a control signal flat; inconclusive means small, poorly fitted or top-dose-only effect, or effect the other way, or a change in a side signal; inactive means no such curve, though single readings can be large or run the other way; the % refers to the polarisation;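 further: polarization taken with two DNA probes labelled with fluorescein and Texas red; potency means the concentration at half of the fitted maximal effect; % of control where 0% means no effect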
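His-tagged ERG Ets domain (1 uM in the protein solution; 300mM KCl, 50mM Tris-HCl, 1mM EDTA, 1mM DTT, pH 7.5) received compound, then a probe mix of 5 nM fluorescein-DNA and 100nM Texas-615-DNA. Fluorescence polarization was read for both dyes.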
G9a block: qHTS Assay for Inhibitors of Histone Lysine Methyltransferase G9a; Histone-lysine N-methyltransferase EHMT2 (Homo sapiens), Q96KQ7; G9a H3K9 monomethylation, AlphaScreen, 2 h; Potency, µM (series often up to 102 µM), without a hit: top-dose activity, negative = inhibition, actives largely listed as inhibitors; actives 8.8% (n = 350,000); AID 504332, 2011; further: potency means the concentration at half of the fitted maximal effect; on the % scale 0 is the no-effect control and ±100 the full control effect; nearly all actives have a fitted effect of over 75% in size
Target sequence (Q96KQ7 913-1193 limits assumed): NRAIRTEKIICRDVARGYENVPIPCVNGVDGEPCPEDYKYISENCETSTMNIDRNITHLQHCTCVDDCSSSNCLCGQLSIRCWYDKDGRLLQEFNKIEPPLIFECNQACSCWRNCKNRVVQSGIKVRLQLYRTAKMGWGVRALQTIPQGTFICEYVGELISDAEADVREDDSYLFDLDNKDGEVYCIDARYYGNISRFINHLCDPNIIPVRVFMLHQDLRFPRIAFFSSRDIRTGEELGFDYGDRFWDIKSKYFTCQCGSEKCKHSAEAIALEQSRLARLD
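Methyltransferase reactions run at room temperature for 2 h (20 nM enzyme, 500 nM biotin-H3K9 peptide, 20 uM SAM) after a 15 min compound preincubation; product detected by AlphaScreen beads and anti-H3K9me1 antibody.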
Tb PGK inh: qHTS Assay to Find Inhibitors of Phosphoglycerate Kinase; Phosphoglycerate kinase, glycosomal (Trypanosoma brucei brucei), P07378; actives 0.043% (n = 380,000); Potency, µM (doses to about 57.5 µM), for the others: top-dose activity change, negative = inhibition, most hits filed as inhibitors; PGK/GAPDH coupled, Kinase-Glo luminescence, 60 min; further: potency means the concentration at half of the fitted maximal effect; on the % scale 0 is the no-effect control and ±100 the full control effect; nearly all actives have a fitted effect of over 60% in size
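Recombinant glycosomal PGK reaction used 1,3-bisphosphoglycerate generated in-well by GAPDH (100nM final) in 100mM TEA pH 7.6, 5mM MgCl2, 0.01% Tween-20. After 60 minutes at room temperature, ATP was read by Kinase-Glo Plus luminescence end-point.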
JMJD2A Tudor inh: qHTS Assay for Inhibitors of JMJD2A-Tudor Domain. actives 4.4% (n = 390,000). AlphaScreen JMJD2A-Tudor / H3K4me3 peptide binding. Potency, µM (highest dose often 114 µM), inactives show at the top dose activity change, negative = inhibition, usual class: inhibitors. Lysine-specific demethylase 4A (Homo sapiens), O75164; further: potency means the concentration at half of the fitted maximal effect; on the % scale 0 is the no-effect control and ±100 the full control effect; nearly all actives have a fitted effect of over 50% in size
GLS inhibitor: qHTS for Inhibitors of Glutaminase (GLS) | Glutaminase kidney isoform, mitochondrial (Homo sapiens), O94925 | GLS enzymatic activity, qHTS titration | Potency, µM (highest dose often 45.5 µM), inactives show top-dose activity change, negative = inhibition, hits mostly inhibitors | actives 0.21% (n = 410,000); further: potency means the concentration at half of the fitted maximal effect; on the % scale 0 is the no-effect control and ±100 the full control effect
Target sequence (O94925 whole entry, looked up, canonical isoform): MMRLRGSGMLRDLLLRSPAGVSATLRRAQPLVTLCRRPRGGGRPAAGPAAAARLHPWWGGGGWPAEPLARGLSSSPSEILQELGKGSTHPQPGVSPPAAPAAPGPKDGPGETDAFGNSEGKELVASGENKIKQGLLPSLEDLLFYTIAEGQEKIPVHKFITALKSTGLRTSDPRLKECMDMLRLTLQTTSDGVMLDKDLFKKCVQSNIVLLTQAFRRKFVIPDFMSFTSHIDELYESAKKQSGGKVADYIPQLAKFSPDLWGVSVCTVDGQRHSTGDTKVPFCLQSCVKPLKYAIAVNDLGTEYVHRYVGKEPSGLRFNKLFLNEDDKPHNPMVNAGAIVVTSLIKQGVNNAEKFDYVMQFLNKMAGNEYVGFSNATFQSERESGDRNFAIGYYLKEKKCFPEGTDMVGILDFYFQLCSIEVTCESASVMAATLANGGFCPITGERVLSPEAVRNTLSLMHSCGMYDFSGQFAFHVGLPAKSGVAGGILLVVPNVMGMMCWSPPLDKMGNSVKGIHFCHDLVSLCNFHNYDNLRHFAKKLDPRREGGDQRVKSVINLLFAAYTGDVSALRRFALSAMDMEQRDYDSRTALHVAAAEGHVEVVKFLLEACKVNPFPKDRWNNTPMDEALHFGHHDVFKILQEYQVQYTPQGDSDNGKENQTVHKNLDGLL
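Coupled fluorescence readout: glutamate oxidase/HRP/Amplex Red detect glutamate formed by hKGA from L-glutamine (1 mM solution added). Buffer 45 mM KH2PO4 pH 8.2, 0.02% Tween-20; reads at t0 and 30 min RT.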
Active calls of the source: *; i = inactive; ? = inconclusive; . = no result given; [ ] = dose if it differs, or a comment. Unless noted, the call rests on the fitted dose curve; in most records, active means well fitted curve in the direction sought with a large enough effect; inconclusive means small, poorly fitted or top-dose-only effect, or another doubt; inactive means no such curve, though single readings can be large; an effect the other way counts as inactive or inconclusive. The order is random. About 11% of those tested had a hit in this group.

item	Molecule	HP1b chromo inh	PI4K2A block	Pin1 inh	BAZ2B inh	ERG Ets-DNA blk	G9a block	Tb PGK inh	JMJD2A Tudor inh	GLS inhibitor
1	Cc1csc(NC(=O)CSc2nnc(-c3ccc(Cl)cc3)n2N)n1	28%	1	-1%	-1%	0%	-3%[59 µM]	-5%	-13%	-9%
2	Cc1ccnc(NC(=O)CCS(=O)(=O)c2ccccc2)c1	-17%	0	0%	-36%	-5%	79µM*	-10%	-16%	0%
3	CN(C(=O)COC(=O)C1COc2ccccc2O1)c1c(N)n(Cc2ccccc2)c(=O)[nH]c1=O (stereo unspecified)	22%	11	6%	-1%	-11%	45µM*	-4%	-15%	9%
4	CC(=O)Nc1ccc(Nc2cc(C)c3ccccc3n2)cc1	69%[activator]	-4	-1%	0%	-11%	18%	i	-4%	15%
5	O=C(NCc1cccnc1)C1c2ccccc2C(=O)N1C1CCCCCCC1 (stereo unspecified)	16%	2	2%	3%	-5%	6%[12.7 µM]	1%	-3%	0%
6	O=C(c1cccn2c(=O)c3cc(Cl)ccc3nc12)N1CCN(c2ccccc2F)CC1	50%[activator]	-3	10%	5%	4%	15%[59 µM]	5%	3%	1%
7	COc1ccc(Cl)cc1-c1nc(SCC(=O)NC(C)(C)C)n[nH]1	-9%	-9	-4%	-2%	7%	3%	-6%	-19%	-5%
8	C=CCn1c(SCC(=O)Nc2ccc(OC)cc2)nnc1-c1cnccn1	19%	8	0%	-4%	1%	21%	-6%	-15%	-9%

Limited to PI4K2A block and Pin1 inh, for 2 of the compounds above:
# | SMILES | PI4K2A block | Pin1 inh
6 | O=C(c1cccn2c(=O)c3cc(Cl)ccc3nc12)N1CCN(c2ccccc2F)CC1 | -3 | 10%
7 | COc1ccc(Cl)cc1-c1nc(SCC(=O)NC(C)(C)C)n[nH]1 | -9 | -4%

Other structures follow.
item	Molecule	HP1b chromo inh	PI4K2A block	Pin1 inh	BAZ2B inh	ERG Ets-DNA blk	G9a block	Tb PGK inh	JMJD2A Tudor inh	GLS inhibitor
9	O=C(OCC#CCSc1nc2ccccc2o1)c1ccco1	75%	-6	3%	85%[activator]	2%	18%[12.7 µM]	-8%	37%[activator]	-7%
10	O=C(CN1CCc2ccccc21)NCc1ccc2c(c1)OCO2	12%	0	5%	-31%	26%	22%[59 µM]	.	-32%	-10%
11	CCCCn1c(CCCNC(=O)CC)nc2ccccc21	46%[activator]	-7	-3%	10%	-11%	-28%	-9%	-1%	-2%
12	COc1cccc(NC(=O)Cn2c(SCC(=O)N3CCOCC3)nc3ccccc32)c1	20%	0	-10%	0%	0%	-14%[59 µM]	-13%	-12%	8%
13	CC(OC(=O)Cc1c(F)cccc1Cl)C(=O)NC1(C#N)CCCCC1 (stereo unspecified)	18%	2	-2%	-7%	2%	0%	7%	4%	0%
14	C#CCNc1c2c(nc3nnnn13)CCCC2	35%	-2	-3%	-12%	6%	15%	-4%	-5%	-2%
15	C/C(CC(=O)Nc1cc(C)ccn1)=N\NC(=O)C(=O)Nc1cccc(C)c1	37%	-11	?	-37%	1%	?	i	-10%	19%
16	CCCCCC(=O)N(O)C1CC(=O)N(c2ccccc2)C1=O (stereo unspecified)	-78%	-7	4%	-29%	-3%	1.4µM*	-5%	22µM*	48%[activator]
17	CC(=O)N1CCN(C(=O)c2ccc(OC3CCN(Cc4ccccn4)CC3)cc2)CC1	22%[57 µM]	-1	-2%	-29%	9%	71µM*	5%	-4%	-1%
18	COC(=O)c1ccc(N2CCN(S(=O)(=O)c3c(C)cc(C)cc3C)CC2)c([N+](=O)[O-])c1	-16%	-3	1%	-35%	4%	?	-10%	?	1%
19	C=CCc1cc(C)ccc1OCCCn1ccnc1	?	4	-18%	32µM*	3%	.	-12%	20µM*	4%
20	CCCc1cc(-n2cnc3ccccc32)n2c(nc3ccccc32)c1C#N	23%	-1	28%	28%	-6%	47%[59 µM]	i	-11%	-11%
21	COc1ccc(S(=O)(=O)N2CCN(C(=O)NCc3ccc(C)cc3)CC2)cc1	12%	2	1%	5%	43%[activator]	14%	-7%	-7%	1%
22	CCCCCCCN1CCN=C1N(C)C	30%	-2	2%	5%	-9%	3%[12.7 µM]	-10%	-15%	1%
23	Cc1sc2ncn(CC(=O)N3CCN(c4ccccc4)CC3)c(=O)c2c1S(=O)(=O)N1CCOCC1	10%	2	2%	-4%	1%	?	9%	-8%	1%
24	COc1ccccc1Nc1ncc2c(n1)CCN(CC(C)C)C2	11%	-2	-17%	-14%	-1%	7%[59 µM]	.	-14%	16%
25	O=C(COc1ccccc1[N+](=O)[O-])N/N=C/c1ccncc1	2%	-2	-5%	-33%	-4%	13%[59 µM]	-4%	-5%	0%
26	CCN(CC(=O)Nc1ccccc1C(F)(F)F)C(=O)CCS(=O)(=O)c1ccc(C)cc1	2%	4	6%	13%	7%	0%	i	-16%	8%
27	CCCCN(CC)CCCNC(=O)Cn1ncc2c3ccccc3n(Cc3ccccc3F)c2c1=O	26%	1	1%	-5%	5%	-21%[59 µM]	-4%	-8%	1%
28	COc1ccc(CNC(=O)C[C@H]2C[C@H](C(=O)N3CCCCC3)[C@@]3(CCc4ccccc4)c4[nH]c5ccc(Cl)cc5c4CCN3C2=O)cc1OC	15%	0	-2%	.	-12%	.	-7%	?	-3%
29	O=C(CN1CCN(Cc2ccccc2Cl)C1=O)NCCc1ccc(Cl)cc1	30%	2	0%	5%	-2%	5%[59 µM]	1%	6%	0%
30	CCOc1ccc(CCNC(=O)CCCc2nnc3n(CC)c(=O)c4sccc4n23)cc1	34%	5	-4%	-19%	-5%	-9%[59 µM]	i	-15%	-9%
31	Cc1ccc(F)cc1NC(=O)CCNC(=O)c1ccc([N+](=O)[O-])cc1	-21%	4	-3%	-5%	1%	4%	-4%	-15%	-30%
32	BrC(=C\c1ccccc1)/C=N/N1CCN(c2ccccn2)CC1	-4%	-2	0%	79µM*	7%	28µM*	-6%	-28%	2%
33	O=C(NCc1ccc(Cl)cc1)C1CCN(S(=O)(=O)c2cccnc2)CC1	32%	0	?	-9%	-3%	20%	-2%	-6%	-4%
34	Cc1ccc(S(=O)(=O)N2CCCCC2)cc1NC(=O)COC(=O)c1ccc2c(c1)OCO2	28%	5	11%	-3%	.	18%[59 µM]	1%	-2%	-6%
35	CCCn1nc(C(=O)NC2CCCc3ccccc32)c2ccccc2c1=O (stereo unspecified)	37%[activator]	0	0%	2%	-5%	51%[activator][59 µM]	3%	12%	4%
36	O=C(CSc1nnc(Nc2ccccc2)s1)NC1CC1	31%	-5	-9%	-2%	4%	?	-3%	-10%	15%
37	Cc1cc(C)nc(NC(=O)NC(=O)c2ccccc2)n1	45%[activator]	1	67%[activator]	4%	3%	18%	-4%	1%	-2%
38	COC(=O)CC1COc2ccccc2N1C(=O)c1cccc(C(F)(F)F)c1 (stereo unspecified)	22%	3	-2%	-2%	-6%	-4%	-6%	-8%	0%
39	CCc1ccc(N2CC(O)=C(c3nc4ccccc4c(=O)[nH]3)C2=N)cc1	26%	2	6%	-23%	6%	-19%	i	-13%	-2%
40	CCC1CCCCN1C(=O)c1ccccc1OC1CCN(S(C)(=O)=O)CC1 (stereo unspecified)	33%	-8	-3%	-16%	-7%	10%	-10%	-12%	3%
41	COc1cccc(CNC(=O)C(=O)NCC(c2ccco2)N2CCOCC2)c1 (stereo unspecified)	33%	-3	0%	12%	-3%	22%[59 µM]	4%	-2%	3%
42	COc1ccccc1NS(=O)(=O)c1ccc(NC(=O)c2[nH]nc(OC)c2[N+](=O)[O-])cc1	31%	-1	-3%	-5%	-18%	-1%	-10%	-15%	1%
43	CC(=O)CSc1ncnc2c1cnn2-c1ccccc1	-5%	-8	-6%	2%	-4%	34%[activator][59 µM]	-3%	-19%	52%[activator]
44	COc1cc(C(=O)Oc2cc(C)[nH]c(=O)c2[N+](=O)[O-])cc(OC)c1OC	5%	-3	4%	-9%	3%	?	-5%	-26%	0%
45	C#CCOCCOCCOCCNc1nc(N2CCN(C(=O)[C@H]([C@@H](C)O)n3cc(CCCCN)nn3)CC2)nc(N2CCN(C(=O)[C@H](C)n3cc(CCCN=C(N)N)nn3)CC2)n1	23%	-1	-7%	-5%	-6%	?	-8%	-28%	-3%
46	CCOc1ncccc1C(=O)N1CCN(C(=O)c2ccccc2)CC1	11%	0	-10%	3%	-4%	-4%	3%	7%	2%
47	Cc1ccc(C(=O)NC(C)c2ccccc2)cc1S(=O)(=O)N1CCOCC1 (stereo unspecified)	12%	2	-13%	-11%	-3%	62%[activator]	12%	-3%	0%
